# FUS suppressor = rescues growth of FUS-expressing yeast | S. cerevisiae FUS-expressing, growth rescue, OD600, 24 h | Potency, µM (highest dose often 76.6 µM), inactives show top-dose growth rescue (activation), usual class: activators | hit rate 0.24% among 390,000;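 note: potency is the fitted concentration of half-maximal effect; plate controls were DMSO vehicle for no effect and reference control for full effect; nearly all actives have a fitted effect of over 55% in size; some results filed as inactive show a strong effect at the top dose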
#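 Read-out: OD at 600 nm after 24hr at 30C, reporting rescue of FUS-induced yeast toxicity. Cells at OD 0.005 in galactose (2%) minimal medium; compounds tested in a dilution series; CP55940 titration from 92uM final as control.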
# D3 antag = D3 dopamine receptor (human) antagonism; D3R cells, DiscoveRx beta-arrestin luminescence, antagonist mode; stronger effect = lower value; max response, negative = inhibition, %; hit rate 2.5% among 360,000; AID 652054; in the data active = max response below about -50%; inconclusive = no clear call, values can overlap the other calls; note: % is set by controls: 0 for no effect and ±100 for the full control effect; mostly tested at two doses, the higher about 12 µM
#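 Cells expressing the human receptor were seeded at 1500 cells/well, incubated overnight at 37 degrees C in 5% CO2, then exposed to library compounds with dopamine controls for 90 minutes at 37 degrees C before luminescent detection.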
# Akt phos inh = blocks phosphorylation of Akt; Neuro2A IGF-stimulated pAkt S473 HTRF, 20 min; stronger effect = lower value; activity change, % for hits at 50 µM; hit rate 0.32% among 360,000; in the data active = activity change below about -80%; inconclusive = mostly about -51% to -80%; note: % is set by controls: 0 for no effect and ±100 for the full control effect
#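 Neuro2A cells in DMEM with 0.5% FBS, overnight at 37 deg C, given compound at single 50 µM final, then IGF (6 nM final) for 20 min at 37 deg C. Lysed; phospho-Akt Ser473 by HTRF after 24 h, 665/615 ratio.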
# Abeta yeast res = compounds reversing amyloid beta toxicity in yeast; yeast expressing A-beta42, growth rescue, OD600, 48 h; response scale: 0% DMSO, 100% iron-clioquinol control; Potency, µM (doses to about 46.1 µM), without a hit: at the highest dose growth rescue, most hits filed as activators; AID 1347071; hit rate 0.063% among 410,000; note: potency is the fitted concentration of half-maximal effect; nearly all actives have a fitted effect of over 55% in size
#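 Yeast growth medium received pinned compounds, then yeast cells expressing toxic A-beta were added; plates incubated at 30 C for 48 hr. Growth read as absorbance at 600 nm, normalized to DMSO and equimolar FeCl3 plus clioquinol controls.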
# GLP1R ag = agonists of human GLP-1 receptor | hit rate 0.007% among 380,000 | AID 624172 | HEK293 GLP-1R CRE-luciferase, luminescence, 4-6 h; cells express a hypersensitive GLP-1R form | Potency, µM (doses to about 45.6 µM), without a hit: at the highest dose activation, usual class: activators; note: potency is the fitted concentration of half-maximal effect; % of control where 0% means no effect
# Target sequence (P43220 whole entry, looked up): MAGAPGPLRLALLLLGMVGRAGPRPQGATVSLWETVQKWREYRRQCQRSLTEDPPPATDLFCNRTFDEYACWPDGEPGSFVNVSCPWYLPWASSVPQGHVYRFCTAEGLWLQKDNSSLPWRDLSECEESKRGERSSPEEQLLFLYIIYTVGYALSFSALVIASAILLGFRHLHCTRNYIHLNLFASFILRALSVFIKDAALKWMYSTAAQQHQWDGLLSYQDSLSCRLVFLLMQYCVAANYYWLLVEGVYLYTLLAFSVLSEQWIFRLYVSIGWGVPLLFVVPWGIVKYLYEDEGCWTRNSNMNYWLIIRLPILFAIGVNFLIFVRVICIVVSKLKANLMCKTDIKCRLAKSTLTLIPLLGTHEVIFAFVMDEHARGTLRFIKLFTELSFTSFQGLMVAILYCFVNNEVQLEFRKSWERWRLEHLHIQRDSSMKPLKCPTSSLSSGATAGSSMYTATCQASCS
# aSyn yeast inh = rescues yeast growth from alpha-synuclein toxicity; hit rate 0.14% among 370,000; AID 652106; Potency, µM (series often up to 46.1 µM), without a hit: top-dose growth rescue (activation), hits mostly activators; Yeast expressing alpha-synuclein, growth rescue, BacTiter-Glo, 24 h; note: potency is the fitted concentration of half-maximal effect; % of control where 0% means no effect; nearly all actives have a fitted effect of over 65% in size
#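 Galactose-induced alpha-syn yeast (OD600=0.02, raffinose-pregrown) + pinned cpd, 24 hr, 30 deg C; growth by BacTiter-Glo luminescence. Growth restoration scores as activation.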
# TDP-43 yeast inh = inhibitors of TDP-43 toxicity in yeast. TDP-43 expressing yeast growth rescue, BacTiter-Glo, 24 h. hit rate 1.8% among 410,000. Potency, µM (series often up to 46.1 µM), inactives show at the top dose growth rescue (activation), actives largely listed as activators. AID 652104; note: potency is the fitted concentration of half-maximal effect; % of control where 0% means no effect; nearly all actives have a fitted effect of over 50% in size
#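 Yeast cells expressing TDP-43 under galactose induction are exposed to compounds for 24 hr at 30 deg C. BacTiter-Glo luminescence measures growth, so protective compounds score as activators.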
# GLP1R inv ag = inverse agonists of human GLP-1 receptor; P43220; HEK293 GLP-1R CRE-luciferase, luminescence, 24 h; GLP-1R form is constitutively active; Potency, µM (titrated, usually from 38.3 µM), without a hit: at the highest dose activity change, negative = inhibition, usual class: inhibitors; hit rate 1.6% among 410,000; AID 624417; note: potency is the fitted concentration of half-maximal effect; % is set by controls: 0 for no effect and ±100 for the full control effect; nearly all actives have a fitted effect of over 55% in size
#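 Inverse agonism was detected as reduced cAMP-driven luciferase luminescence after 24 h compound treatment. The cells were HEK293 clones expressing constitutively active human GLP-1R with the reporter. Reporter-only and GPR119 cell lines served as counterscreen controls.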
# PTHR1 ag = PTHR1 (human) receptor agonism; Q03431; HEK293 GP2 PTHR1 cells, GloSensor cAMP luminescence, 1 h; Potency, µM (doses to about 115 µM), for inactives: top-dose activation, hits mostly activators; hit rate 0.075% among 410,000; AID 743266; note: potency is the fitted concentration of half-maximal effect; nearly all actives have a fitted effect of over 55% in size; some results filed as inactive show a strong effect at the top dose; inactives centre near -15; many of its hits are not listed in these tables
# Target sequence (Q03431 whole entry, looked up): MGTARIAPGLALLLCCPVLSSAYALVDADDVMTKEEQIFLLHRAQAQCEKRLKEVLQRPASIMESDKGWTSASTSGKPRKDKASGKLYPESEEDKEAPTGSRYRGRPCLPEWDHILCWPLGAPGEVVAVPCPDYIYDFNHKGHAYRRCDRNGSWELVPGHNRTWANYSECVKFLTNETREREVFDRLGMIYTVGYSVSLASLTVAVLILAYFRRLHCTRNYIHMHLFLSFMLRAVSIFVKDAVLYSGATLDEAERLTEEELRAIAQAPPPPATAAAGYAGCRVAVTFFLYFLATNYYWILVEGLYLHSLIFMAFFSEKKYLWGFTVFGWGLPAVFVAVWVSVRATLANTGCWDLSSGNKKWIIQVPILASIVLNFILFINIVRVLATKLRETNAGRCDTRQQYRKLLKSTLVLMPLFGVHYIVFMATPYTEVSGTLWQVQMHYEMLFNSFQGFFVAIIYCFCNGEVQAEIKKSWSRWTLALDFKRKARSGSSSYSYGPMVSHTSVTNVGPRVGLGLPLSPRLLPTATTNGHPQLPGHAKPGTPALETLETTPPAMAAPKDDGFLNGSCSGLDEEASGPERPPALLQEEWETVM
#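 HEK-293-derived GP2 cells expressing PTHR1 and a GloSensor cAMP reporter, 3,000/well, plated overnight, given luciferin plus IBMX (each 0.5 mM as added) for 1 h at 37 °C, then compound for 1 h at 37 °C. Luminescence was read after 15 min at room temperature.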
# Numbers without * were called inactive; i = inactive; ? = inconclusive; · = not tested or not shown; [ ] = remark or other dose. Unless noted, calls come from the whole dose curve; as a rule, active = well fitted curve in the direction sought with a large enough effect; inconclusive = small, poorly fitted or top-dose-only effect, or another doubt; inactive = no such curve, though single readings can be large; an effect the other way counts as inactive or inconclusive.
SMILES,FUS suppressor,D3 antag,Akt phos inh,Abeta yeast res,GLP1R ag,aSyn yeast inh,TDP-43 yeast inh,GLP1R inv ag,PTHR1 ag
Cc1ccc2c(CC(=O)N3CCN(c4cccc(Cl)c4)CC3)coc2c1C,26%,·,·,-10%,·,·,6%,?,-5%
O=C(CCNC(=O)Cn1ccc2ccccc2c1=O)NCCc1ccc(Cl)cc1,16%,16,i,-4%,-3%,9%,21%,2%,i
CCOc1cc(CNCCSc2nnnn2C)cc(Br)c1OCc1ccccc1F,19%,10,i,-11%,19%,-9%,-12%,?,-6%[57.5 µM]
O=C(Cn1nc(C(F)F)cc1C(F)F)NNC(=S)Nc1ccc(Cl)cc1,19%,38,i,-1%,-3%,-2%,-22%,1%,-16%
COC(=O)[C@]1(CC(C)C)N[C@H](c2ccc(-c3ccc(Cl)c(Cl)c3)cc2)[C@@H]2C(=O)N(C)C(=O)[C@@H]21,?,-3,i,6%,-3%,12%,5%,?,-5%
O=C(Nc1nccs1)c1ccc(NC(=O)c2ccco2)cc1,24%,20,i,24%,4%,-1%,?,5%,i
COc1ccc(CCN(C)C(=O)c2cc(-c3ccccc3)nc3ccc(C)cc23)cc1OC,17%,12,i,4%,24%,0%,13%,-10%,-33%[inhibitor]
Cc1cc(C)n2nc(-c3ccc(F)cc3)nc2n1,15%,-19,i,-12%,8%,2%,6%,42%[activator],-7%[57.5 µM]
Cc1ccc(Nc2nc(C)c(CCC(C)C)c(=O)[nH]2)cc1,3%,29,i,-1%,-7%,4%,-8%,?,-8%[57.5 µM]
Cc1cc(C)nc(SCC(=O)NC2CCCCC2C)n1 (stereo unspecified),-10%,-5,i,15%,8%,1%,-2%,6%,12%
COc1ccccc1C=NN1C(=O)CSC1=S,·,4,i,3%,-5%,-8%,22%,6%,i
Cc1cc(C)n2nc(N)c(N=Nc3cccc(Cl)c3)c2n1,6%,8,i,8%,11%,-13%,29%,2%,i
CCOC(=O)COc1ccc2c(=O)c(-c3ccccc3OC)coc2c1,33%,8,i,8%,6%,9%,12%,30%[activator],-2%
CCN(CC)S(=O)(=O)c1ccc(NC(=O)CCNC(=O)c2ccccc2)cc1,9%,-29,i,-11%,13%,-8%,-18%,15%,-24%
Cc1ccc(C)c(N2CC(=O)N(c3cc(C)ccc3C)CC2=O)c1,3%,13,i,-6%,-7%,-2%,-6%,19%,i
O=C(CCN1CCCC1Cc1ccccc1)c1ccc2c(c1)OCCO2 (stereo unspecified),·,-15,i,0%,-34%[inhibitor],-73%[inhibitor],?,1%,i
CCC(C(=O)Nc1ccon1)c1ccccc1 (stereo unspecified),20%,5,i,-1%,3%,2%,-2%,1%,i
CC(=O)Nc1ccc(NC(=O)C(C)OC(=O)c2ccc3c(c2)OCCO3)cc1 (stereo unspecified),-20%,-13,i,7%,1%,0%,7%,10%,i
O=C1/C(=C\c2ccco2)SC(=S)N1c1ccccc1,43%,-13,i,-7%,-9%,2%,-2%,19%,i
CCCNC(=O)C1(C)CCCN(Cc2c(F)cccc2F)C1 (stereo unspecified),-28%,23,i,6%,12%,-6%,19%,11%,i
CCOC(=O)C1=C(C)NC(=O)NC1c1ccc(Br)s1 (stereo unspecified),16%,1,i,-7%,1%,0%,4%,12%,-21%[57.5 µM]
Cc1ccc(-n2c(C)cc(C(=O)COc3c(CO)cc(F)cc3CO)c2C)cc1C,·,22,i,1%,1%,7%,9%,?,0%
NS(=O)(=O)c1ccc(CNC(=O)/C=C/c2ccccc2)cc1,-3%,-8,i,10%,-1%,3%,14%,40%[activator],i
Cc1ccc(CNC(=O)CS(=O)CC(=O)O)cc1 (stereo unspecified),-8%,0,i,-1%,-5%,2%,-4%,24%,i
CCN1CCN(c2nn3c(=O)c4ccccc4nc3c3ccccc23)CC1,-19%,9,i,3%,13%,-11%,4%,34%,-3%
COc1ccc2oc(=N)c(C(=O)Nc3ccc(C)cc3)cc2c1,-12%,11,i,-9%,2%,-14%,7%,12%,-11%
COc1cc2c(cc1OC)C(c1cc(OC)c(O)c(OC)c1)CC(=O)N2 (stereo unspecified),-14%,·,·,-8%,1%,·,5%,6%,i
COCCCNC(=O)C1CCN(c2ncnc3c2nc2n3CCCCC2)CC1,-4%,·,·,-8%,·,·,-1%,0%,i
COCCCNC(=O)c1ccccc1N(Cc1ccccc1)S(=O)(=O)c1ccccc1,9%,7,i,6%,10%,3%,7%,-1%,i
C=C(C)C1Cc2c(C)nn(-c3cccc4ccccc34)c2C1 (stereo unspecified),33%,25,·,-25%,-21%,-4%,?,?,-27%[57.5 µM]

# Three compounds already listed, sorted by SMILES length, high to low.
SMILES,FUS suppressor,D3 antag,Akt phos inh,Abeta yeast res,GLP1R ag,aSyn yeast inh,TDP-43 yeast inh,GLP1R inv ag,PTHR1 ag
Cc1ccc(-n2c(C)cc(C(=O)COc3c(CO)cc(F)cc3CO)c2C)cc1C,·,22,i,1%,1%,7%,9%,?,0%
COCCCNC(=O)C1CCN(c2ncnc3c2nc2n3CCCCC2)CC1,-4%,·,·,-8%,·,·,-1%,0%,i
CCOC(=O)C1=C(C)NC(=O)NC1c1ccc(Br)s1 (stereo unspecified),16%,1,i,-7%,1%,0%,4%,12%,-21%[57.5 µM]

# The results go on:
SMILES,FUS suppressor,D3 antag,Akt phos inh,Abeta yeast res,GLP1R ag,aSyn yeast inh,TDP-43 yeast inh,GLP1R inv ag,PTHR1 ag
COc1cccc(-c2nc(S(=O)(=O)c3ccc(Cl)cc3)c(NCc3ccccc3)o2)c1,29%,·,·,0%,·,·,22%,?,i
O=C1c2ccccc2C(=O)c2c1oc(C(F)(F)F)c2C(=O)c1ccccc1,·,-70*,i,-61%[inhibitor],-14%,-49%[inhibitor],3.5µM*,-6%,-14%
COc1ccc(OC)c(Nc2nc(-c3ccc(C)cc3)nc3ccccc23)c1,-3%,·,·,-17%,·,·,9%,21%,-10%
COc1ccc(S(=O)(=O)N(C)CC(=O)Nc2cccc(C(C)=O)c2)cc1,5%,-18,i,4%,0%,-6%,-17%,4%,-20%[57.5 µM]
CCOc1ccccc1C1C(C#N)=C(N)Oc2n[nH]c(CC)c21 (stereo unspecified),-8%,3,i,10%,0%,-2%,-10%,17%,-16%
O=C(COC(=O)COc1ccccc1[N+](=O)[O-])NC1CCCCC1,-13%,10,i,-10%,-8%,9%,16%,8%,-23%
Cc1cc(C)n(Cc2cc(C(=O)O)c3ccccc3n2)n1,-1%,7,i,11%,2%,3%,-1%[9.22 µM],-19%,i
Cc1csc(=O)n1CC(=O)OCC(=O)NCc1ccccc1,0%,-2,i,14%,-3%,0%,8%,-5%,i
Fc1ccccc1CNc1nc(-c2cccnc2)nc2ccccc12,39%,1,i,-2%,34%,-1%,-16%,?,i
CCOC(=O)Nc1c(C)n(C)n(-c2ccccc2)c1=O,7%,-23,i,1%,-9%,-14%,-5%,0%,-4%
O=C(CSc1ccccc1)N1CCN(c2ccccn2)CC1,28%,-16,i,-11%,13%,-2%,-19%,5%,-22%
C[C@H](O)[C@@H]1CN2CCc3c([nH]c4ccccc34)[C@@H]2C[C@@H]1N(C)C(=O)Nc1ccccc1,-16%,-29,i,1%,-3%,-4%,15%,?,-24%
CC(C)CCn1c(Cl)nc2c1c(=O)n(C)c(=O)n2C,-4%,31,i,-19%,-3%,6%,25%,0%,-8%
COc1ccc(NC(=O)Cn2nc(Cc3cccnc3)c3ccccc3c2=O)c(OC)c1,-36%,13,i,7%,6%,5%,10%,26%,-7%
CC(C)COc1cccc(-c2cc(C(=O)N/N=C/c3ccncc3)c3ccccc3n2)c1,23%,66,i,-24%,8%,-19%,?,-29%,-15%
COc1ccc(NC(=O)N2CCCC(c3nc(-c4ccc(C(C)C)cc4)no3)C2)cc1 (stereo unspecified),42%,-8,·,-20%,-15%,-4%,0%,?,i
CCOC(=O)c1nnn(-c2nonc2N)c1CN(C)C1CCCCC1,-16%,-1,i,8%,-9%,-9%,2%,12%,-1%
CCc1nnc(NC(=O)CCC(=O)NCc2ccccc2Cl)s1,2%,?,i,-12%,-6%,-5%,3%,40%[activator],-25%
CCN(CC)S(=O)(=O)c1ccc2c(c1)N(CC(=O)Nc1ccc(F)cc1F)C(=O)C1CCCN21 (stereo unspecified),32%,·,·,-11%,·,·,12%,21%,i
COc1ccc(CCN2C(=O)N[C@@H](CCC(=O)O)C2=O)cc1,-27%,-23,i,-3%,-4%,-10%,-2%,6%,9%
Cc1c(CCC(=O)N2CCC[C@H]2C(=O)O)c(=O)oc2c(C)c3oc4c(c3cc12)CCCC4,?,-6,i,3%,-6%,-1%,-16%,-4%,-79%[inhibitor]
CCOc1ccc(-c2noc(-c3ccncc3)n2)cc1OCC,7%,7,i,-10%,8%,-1%,0%,42%[activator],28%[57.5 µM]
Cc1cc(C)n2c(SCC(=O)N(C)C3CCCCC3)nnc2n1,-5%,2,i,0%,0%,9%,9%,13%,i
Cc1cc(Nc2nc3ccccc3nc2Cl)n(-c2ccccc2C)n1,0%,-11,i,-93%[inhibitor],21%,-22%,?,?,-14%[57.5 µM]
CC(CNC(=O)Cn1ncc2c3ccccc3n(Cc3cccc(Cl)c3)c2c1=O)c1ccccc1 (stereo unspecified),-11%,·,·,1%,·,·,1%[9.22 µM],-5%,i
OC1c2c(F)cccc2N=C2CCCCN21 (stereo unspecified),18%,-6,i,-16%,18%,-7%,-3%,7%,-23%

# Source: PubChem

# A portion of the library (hit frequency here may not be typical).
